From PubChem
12-LOX inh = Primary qHTS assay for inhibitors of human arachidonate 12S-lipoxygenase (ALOX12): Round 2; AID 1671190, 2021; 580,000 tested, 1.1% active; purified 12hLO, xylenol orange hydroperoxide absorbance; Potency, µM (top dose mostly 108 µM), inactives show top-dose activity change, negative = inhibition, hits mostly inhibitors; further: potency means the concentration at half of the fitted maximal effect; on the % scale 0 is the no-effect control and ±100 the full control effect
Target sequence (P18054 whole entry, looked up): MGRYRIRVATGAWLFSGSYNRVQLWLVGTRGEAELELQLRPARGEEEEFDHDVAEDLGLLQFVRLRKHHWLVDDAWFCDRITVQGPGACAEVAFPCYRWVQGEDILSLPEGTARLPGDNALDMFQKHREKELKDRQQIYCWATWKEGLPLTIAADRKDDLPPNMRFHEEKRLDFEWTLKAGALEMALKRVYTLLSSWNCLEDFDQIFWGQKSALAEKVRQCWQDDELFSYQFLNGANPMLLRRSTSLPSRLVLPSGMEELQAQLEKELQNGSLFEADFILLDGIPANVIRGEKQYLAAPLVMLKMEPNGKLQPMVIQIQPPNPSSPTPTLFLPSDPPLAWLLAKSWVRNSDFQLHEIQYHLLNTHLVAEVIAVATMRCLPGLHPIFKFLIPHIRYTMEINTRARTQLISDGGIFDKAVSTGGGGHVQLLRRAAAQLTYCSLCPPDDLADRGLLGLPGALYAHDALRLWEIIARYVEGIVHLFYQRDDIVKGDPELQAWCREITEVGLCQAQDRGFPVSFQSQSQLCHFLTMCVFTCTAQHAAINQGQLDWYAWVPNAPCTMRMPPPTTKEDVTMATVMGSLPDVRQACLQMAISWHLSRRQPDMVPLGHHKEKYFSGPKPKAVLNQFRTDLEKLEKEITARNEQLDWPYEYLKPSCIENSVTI
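Purified human 12hLO at 150 nM in 25 mM Hepes, 0.01% Triton X-100, pH 7.0, preincubated 15 min at room temperature with compound. Reaction started with 40 uM arachidonic acid, 30 min at room temperature. Hydroperoxide measured by Fe-xylenol orange, 573/405 nm absorbance ratio.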
LDHA block = qHTS assay for inhibitors of human lactate dehydrogenase; L-lactate dehydrogenase A chain (Homo sapiens), P00338; purified LDHA, NADH/diaphorase-resazurin fluorescence; stronger effect = lower value; activity change, % (values are at about 110 or 230 µM); 480,000 tested, 0.15% active; AID 1347041, 2019; in the data active means activity change below about -30%; inconclusive means mostly about -25% to -30%;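 further: plate controls were DMSO wells for no effect and wells without enzyme for full effect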
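Human LDH5 (2 nM) was incubated with 0.06 mM NADH and 0.2 mM pyruvate for 5 min at room temperature in Tris pH 7.4. Remaining NADH was coupled through diaphorase/resazurin, and resorufin fluorescence was read at 0 and 20 min.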
RGS4 inh = Inhibitors of Regulator of G Protein Signaling (RGS) 4: qHTS. Regulator of G-protein signaling 4 (Homo sapiens), P49798. Transcreener GDP fluorescence polarization, RGS4-accelerated GTP hydrolysis. Potency, µM (series often up to 114 µM), for inactives: at the top dose activity change, negative = inhibition, most hits filed as inhibitors. 390,000 tested, 0.039% active. AID 504845, 2011; further: potency means the concentration at half of the fitted maximal effect; on the % scale 0 is the no-effect control and ±100 the full control effect; nearly all actives have a fitted effect of over 75% in size; some results filed as inactive show a strong effect at the top dose
Target sequence (P49798 whole entry, looked up): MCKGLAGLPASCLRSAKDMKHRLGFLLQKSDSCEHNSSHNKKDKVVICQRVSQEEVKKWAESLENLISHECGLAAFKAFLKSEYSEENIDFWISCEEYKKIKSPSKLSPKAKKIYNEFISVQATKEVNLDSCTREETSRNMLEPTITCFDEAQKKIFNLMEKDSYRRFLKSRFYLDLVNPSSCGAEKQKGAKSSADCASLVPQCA
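MLSMR compounds (23 nl, pin-transferred) preincubated 10 min at room temperature with a 500nM (2x) first reagent, then RGS4 at 900nM (2x) plus Transcreener GDP mix added; fluorescence polarization (620/688 nm) read before and after 90 min at 30 °C.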
ERG Ets-DNA blk = qHTS for Small Molecule Inhibitors of the ERG Ets/DNA interaction. fluorescence polarization, His-ERG Ets domain / labelled DNA. Potency, µM (doses to about 76.9 µM), for the others: top-dose FP activity, negative = inhibition, usual class: inhibitors. 370,000 tested, 0.028% active. AID 624246, 2012; active means well fitted inhibition curve with a large enough effect in the polarisation, with a control signal flat; inconclusive means small, poorly fitted or top-dose-only effect, or effect the other way, or a change in a side signal; inactive means no such curve, though single readings can be large or run the other way; the % refers to the polarisation;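 further: polarization taken with two DNA probes labelled with fluorescein and Texas red; potency means the concentration at half of the fitted maximal effect; % of control where 0% means no effect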
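His-tagged ERG Ets domain (1 uM in the protein solution; 300mM KCl, 50mM Tris-HCl, 1mM EDTA, 1mM DTT, pH 7.5) received compound, then a probe mix of 5 nM fluorescein-DNA and 100nM Texas-615-DNA. Fluorescence polarization was read for both dyes.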
Vif-APOBEC3G blk = qHTS for Inhibitors of Vif-A3G Interactions: qHTS; HeLa A3G-eYFP + Vif (tagged APOBEC3G with the HIV-1 protein that degrades it), YFP fluorescence, overnight; Potency, µM (doses to about 46.1 µM), inactives show at the top dose activity, negative = active, actives largely listed as inhibitors; 410,000 tested, 0.076% active; AID 602310, 2012;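 further: potency means the concentration at half of the fitted maximal effect; on the % scale 0 is the no-effect control and ±100 the full control effect; nearly all actives have a fitted effect of over 60% in size; hits raise eYFP signal because A3G escapes Vif-driven loss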
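Read-out is eYFP fluorescence (Ex 488/Em 500-530) from Vif-expressing HeLa A3G-eYFP cells; more signal means A3G escaped Vif-mediated degradation. Cells plated overnight, compound pinned in, incubated overnight at 37 deg C.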
D2 antag = HTS Assay for Allosteric Antagonists of the Human D2 Dopamine Receptor: Primary Screen for Antagonists | D(2) dopamine receptor (Homo sapiens), P14416 | HEK293 TREx D2 cells, calcium flux, dopamine EC80 | inhibition, % at 10 µM | 340,000 tested, 2% active; in the data active means inhibition above about 30%; further: 0% is about no effect
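Tetracycline-induced HEK293 TREx cells expressing D2 receptor forced-coupled to calcium signalling, loaded with no-wash calcium dye. Compounds added and calcium flux read 180 s, then dopamine added at EC80 and read a further 180 s.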
D2 agonist = HTS Assay for Allosteric Agonists of the Human D2 Dopamine Receptor: Primary Screen for Agonists | D(2) dopamine receptor (Homo sapiens), P14416 | HEK293 T-REx D2 cells, calcium flux agonist mode | activation, % at 2 µM | 340,000 tested, 0.53% active | AID 485358, 2010;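 active means activation over 3 SD above normal in the single-dose calcium agonist read, cut at about 30% in these data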; further: 0% is about no effect
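Calcium-flux readout, 1 cycle/sec over 180 s following compound pin transfer, in inducible HEK293 Trex D2 cells (force-coupled); dopamine controls included. Positive calcium responses during this window marked compounds as potential agonists.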
Vif-APOBEC3F blk = qHTS for Inhibitors of Vif-A3F Interactions: qHTS; 390,000 tested, 0.2% active; AID 602313, 2012; HeLa A3F-eYFP + Vif (tagged APOBEC3F with the HIV-1 protein that degrades it), YFP fluorescence increase; Potency, µM (series often up to 46.1 µM), inactives show top-dose activity, negative = active; further: potency means the concentration at half of the fitted maximal effect; % of control where 0% means no effect; nearly all actives have a fitted effect of over 65% in size
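HeLa cells stably expressing Vif plus C-terminally eYFP-tagged A3F were seeded, incubated overnight at 37 deg C, dosed with compound, incubated overnight again at 37 deg C. Yellow fluorescence (Ex 488/Em 500-530) reported blocked Vif-mediated A3F-eYFP degradation.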
Glioma ERSR ind = qHTS for Inducers of the Endoplasmic Reticulum Stress Response (ERSR) in Human Glioma: qHTS; 420,000 tested, 0.02% active; Potency, µM, for the others: top-dose activation, hits mostly activators; U87-MG GRP78 promoter luciferase reporter, 16 h; further: potency means the concentration at half of the fitted maximal effect; series mostly up to about 76 µM; % of control where 0% means no effect; nearly all actives have a fitted effect of over 35% in size
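ERSR induction read as luciferase luminescence (Bright-Glo, 10 min at room temperature) in stably transfected human U87-MG glioma cells exposed to compounds for 16 h, using GRP78 as sensor.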
Active calls of the source: *; u = inconclusive; x = not tested or not shown; & = joins results of further samples; [ ] = remark or other dose. Unless noted, the call rests on the fitted dose curve; in most records, active means well fitted curve in the direction sought with a large enough effect; inconclusive means small, poorly fitted or top-dose-only effect, or another doubt; inactive means no such curve, though single readings can be large; an effect the other way counts as inactive or inconclusive. Not all compounds are listed; the hit share may differ from the screen's.

SMILES,RGS4 inh,LDHA block,Glioma ERSR ind,12-LOX inh,D2 agonist,Vif-APOBEC3F blk,ERG Ets-DNA blk,D2 antag,Vif-APOBEC3G blk
CC1CCCCN1S(=O)(=O)c1cnc(Cl)c(Br)c1 (stereo not given),-4%,-1,1%,16%,-1.2,1%,6%,3,1%
Nc1nccnc1C(=O)N/N=C/c1ccco1,4%,-3,-1%,0%,0.4,-15%,-2%,-7,0%
Cc1cc(Cl)ccc1NC(=O)c1cc(S(=O)(=O)N2CCOCC2)cn1C,13%,-8,-3%,-25%,x,-5%,2%,x,2%
O=[N+]([O-])CC(c1ccccc1)c1c[nH]c2ccccc12 (stereo not given),-13%,-3,7%,0%,x,-2%,-6%,x,u
CC(C)C[C@H](NC(=O)OC(C)(C)C)c1nnc(SCc2ccccc2)o1,21%,-3,0%,-18%,x,4%,6%,x,-2%
CS(=O)(=O)c1ccc(C(=O)OCC(=O)N2CCCC2)cc1[N+](=O)[O-],5%,-2,-12%,x,x,x,x,x,-26%
O=C(O)C(c1ccccc1)C(c1ccccc1)c1ccccc1 (stereo not given),-20%,2,-2%,-27%,-0.2,-3%,10%,-1,0%
Cc1ccc(NC(=O)Cc2cc(C(=O)O)c3ccccc3n2)c(C)c1,-9%[56.9 µM],-9,4%,-11%,-0.6,-6%,-26%,8,-20%
O=C(Nc1nc2ccccc2n1CCN1CCOCC1)c1ccccc1,1%,-5,-1%,43%[activator],x,-2%,-9%,x,-9%
CC(C)c1ccc(NS(=O)(=O)c2ccc(N3C(=O)CCC3=O)cc2)cc1,12%,-12,-8%,131%[activator],x,-4%,8%,x,5%
CCn1ccnc1C(O)c1ccccc1OC (stereo not given),7%&-16%,0&-6,0%&-4%,u,-0.5,-3%,5%,9,4%&5%
C[C@]12CCC(=O)C=C1CC[C@@H]1[C@@H]2[C@@H](O)C[C@]2(C=O)[C@@H](C(=O)CO)CC[C@@H]12,10%,-4,-2%,-2%,x,4%,-3%,x,-1%
c1ccc(-c2nn(-c3ccccc3)[n+](-c3ccccc3)n2)cc1,3%,-9,-2%,0%,x,3%,x,x,2%
OCC1(CCc2ccccc2)CCCN(CCCC(F)(F)F)C1 (stereo not given),15%,-1,-6%,0%,x,2%,3%,x,2%
CC(=O)c1ccc(NCC(=O)N2CCN(S(=O)(=O)c3ccccc3)CC2)cc1,8%,-2,-3%,4%,x,2%,-4%,x,2%
COc1ccc(OC)c(NC(=O)CCN2CCN(c3ccccc3)CC2)c1,-3%,-9,-3%,11%,87*,1%,-4%,80*,0%
CN(CCCn1ccc(N)nc1=O)Cc1ccco1,x,-4,5%,u,x,-5%,x,x,0%
Cc1ccc(C(=O)Nc2ccccc2C(=O)N2CCCC(C)C2)cc1 (stereo not given),25%,-8,-5%,0%,-0.8,2%,-1%,-15,0%
COCCNC(=O)c1ccc(-n2c(SCc3cccnc3)nc3ccccc3c2=O)cc1,-10%,-5,5%,8%,0.9,3%,-1%,2,-4%
COc1ccc(OC)c(-c2cc(C(=O)NC3CCCC3)c3ccccc3n2)c1,-39%,-1,-6%,0%,-1.5,8%,13%,-12,-6%
Cc1ccc(S(=O)(=O)N2CCN(C(=O)CCc3c[nH]c4ccccc34)CC2)c(C)c1,u,4,-4%,22%,0.1,-2%,5%,17,-1%
CC(=O)c1ccc(NC(=O)Cn2ncc3c4ccccc4n(Cc4ccccc4)c3c2=O)cc1,-19%,-4,-5%,-11%,-0.1,-10%,5%,x,0%
COc1ccc(CCN2C(=NC(=O)CC(C)C)SC3CS(=O)(=O)CC32)cc1 (stereo not given),23%,-7,5%,1%,0.8,0%,-3%,-3,-3%
Cc1nc(CNS(=O)(=O)c2cccs2)cs1,-9%,-1,2%,-14%,x,-11%,-7%,x,8%
O/N=C/c1ccc(OCc2ccccc2)c(Br)c1,-52%,3,-2%,-4%,-0.7,-4%,-2%,-7,-18%
CC(C)(C)C(=O)NNC(=O)c1ccc(Oc2cc(Cl)cc(Cl)c2)o1,-7%,-3,-2%,-18%,0.3,-2%,-1%,13,-4%
Cc1ccc(C2(C)NC(=O)N(CC(=O)Nc3cccnc3Cl)C2=O)cc1 (stereo not given),4%,-4,-1%,6%,5.1,-1%,-1%,4,7%
Cc1ccc(N2CC(C(=O)Nc3cc(C)on3)CC2=O)c(C)c1 (stereo not given),2%,-8,-3%,-1%,0.0,1%,13%,8,-3%
CCOc1ccccc1NC(=O)CC(c1ccc(F)cc1)N1Cc2ccccc2C1=O (stereo not given),6%,-2,-3%,-6%,-2.0,7%,3%,x,-8%
Cc1cccc(C)c1NC(=O)N1CC=C(n2c(=O)[nH]c3ccccc32)CC1,-24%,2,-3%,141%[activator],x,-9%,4%,x,0%
COC(=O)C1=C(N)c2ccccc2C1(C#N)c1ccccc1 (stereo not given),2%,-1,-4%,0%,0.4,0%,-3%,-6,0%
CCOC(=O)c1c(-c2ccc(F)cc2)csc1NC(=O)CCN1C(=O)c2ccccc2C1=O,-8%,-5,-4%,13%,0.1,-14%,-5%,-1,1%
COC(=O)c1ccc(NC(=O)Nc2ccc([N+](=O)[O-])cc2)cc1,-15%,-8,0%,u,1.1,-1%,-15%,14,-6%
CCOc1ccc(C2CC(=O)NC3=C2C(=O)CCC3)cc1Cl (stereo not given),-4%,-1,-3%,2%,-1.6,-9%,14%,-11,0%
Cc1ccc(S(=O)(=O)N2CCN(C(=O)C3COc4ccccc4O3)CC2)cc1C (stereo not given),25%,8,0%,u,-0.1,-20%,-1%,-22,3%
c1ccc(C(=NNc2nc3ccccc3s2)c2ccccn2)cc1,-22%,-3,-5%,45µM*,x,u,10%,x,u
COc1ccc(CSc2nc3ccccc3[nH]2)cc1,-36%,-8,-6%,-22%,0.5,x,-3%,-6,2%
COc1ccc(NC(=O)c2cc(CN3CCCC3)on2)cc1Cl,-12%,2,0%,-26%,0.5,3%,4%,x,3%
CNS(=O)(=O)c1cc(C(=O)O)ccc1OC,u,-10,1%,u,0.4,13%,17%,5,-4%
CCCCC(=O)c1ccc(O)cc1O,9%[11.4 µM],2,0%,4%,x,-10%,4%,x,-1%

Overlap with the part before: two compounds, then new ones.
SMILES,RGS4 inh,LDHA block,Glioma ERSR ind,12-LOX inh,D2 agonist,Vif-APOBEC3F blk,ERG Ets-DNA blk,D2 antag,Vif-APOBEC3G blk
CNS(=O)(=O)c1cc(C(=O)O)ccc1OC,u,-10,1%,u,0.4,13%,17%,5,-4%
CCCCC(=O)c1ccc(O)cc1O,9%[11.4 µM],2,0%,4%,x,-10%,4%,x,-1%
Cc1ccc(NS(=O)(=O)c2c(C)[nH]c(C)c2C(=O)N2CCCC2)cc1,-27%[56.9 µM],-1,2%,-5%,-0.3,2%,5%,-7,3%
CC(Oc1ccccc1)c1ccnc2nc(N3CCOCC3)nn12 (stereo not given),4%,-9,3%,-14%,0.6,6%,-10%,5,-8%
CCOC(=O)N1CCC(NC(=O)CCc2c(C)nc3nc(C)nn3c2C)CC1,0%,-5,-1%,8%,-0.1,-12%,-5%,-9,-6%
CCn1cc(C(=O)O)c(=O)c2cc(F)c(N3CCN(C(=S)NC(=O)c4ccc(OC)cc4)CC3)cc21,37%,2,-3%,0%,0.0,-1%,-6%,-14,0%
CCCC(C)NC(=O)c1ccc(C2SCC(=O)N2Cc2ccco2)cc1 (stereo not given),-5%,-4,2%,5%,-0.8,-24%,-7%,0,-2%
CCC(=O)c1ccc(N2CCN(C(=O)c3cc([N+](=O)[O-])ccc3F)CC2)c(F)c1,-2%,-2,-5%,16%,-0.2,-8%,7%,-5,-2%

An excerpt of these results, with each value named:
CC(Oc1ccccc1)c1ccnc2nc(N3CCOCC3)nn12 (stereo not given)
  RGS4 inh: 4%; LDHA block: -9; Glioma ERSR ind: 3%; 12-LOX inh: -14%; D2 agonist: 0.6; Vif-APOBEC3F blk: 6%; ERG Ets-DNA blk: -10%; D2 antag: 5; Vif-APOBEC3G blk: -8%
CCOC(=O)N1CCC(NC(=O)CCc2c(C)nc3nc(C)nn3c2C)CC1
  RGS4 inh: 0%; LDHA block: -5; Glioma ERSR ind: -1%; 12-LOX inh: 8%; D2 agonist: -0.1; Vif-APOBEC3F blk: -12%; ERG Ets-DNA blk: -5%; D2 antag: -9; Vif-APOBEC3G blk: -6%
